bCat KO growth: primary screen for growth suppressors in beta-catenin knockout HCT116 cells (colon tumor, human); HCT116 beta-catenin knockout viability, CellTiter-Glo, 60 h; stronger effect = lower value; viability, % at 10 µM; hit rate 1.5% among 140,000; AID 818, 2007;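 active means viability at or under a set limit, the compound median less 4 SD, cut at about 6% in these data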;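 further: 0% = Hyamine 1622 control at 20 µM and 100% = untreated cell control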
Yeast life ext: compounds extending yeast replicative lifespan, primary screen, S. cerevisiae, OD615 | S. cerevisiae growth with nicotinamide; deaD strain in restrictive glucose medium | inhibition of the nicotinamide effect, % at 10 µM | hit rate 0.68% among 130,000 | AID 775, 2007;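 active means inhibition above a set limit, placed 3 SD over the median of all compounds, cut at about 26% in these data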;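 further: 0% = nicotinamide-treated wells and 100% = cells grown without nicotinamide; some compounds called inactive have numbers as strong as hits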
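Material: Modified budding yeast, DeaD strain | Medium: Restrictive glucose medium | Probe or stimulus: 1.5 mM nicotinamide | Dosing: Single dose 10 µM compound, 0.25% DMSO | Times: 48 h at 30 °C | Technique: OD615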
BB579 growth dn: growth inhibitors of yeast BB579 in restrictive medium, primary screen, yeast lifespan-shortening project, S. cerevisiae. OD615, 48 h. inhibition, % at 10 µM. hit rate 0.51% among 140,000. AID 804, 2007;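 active means inhibition above a set limit, 3 SD over the mean compound inhibition, cut at about 44% in these data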; further: inactives centre near -24
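Assay system: S. cerevisiae DeaD strain BB579 yeast. Medium: CSMM-D restrictive synthetic medium containing dextrose (glucose). Times: 4 h cell preincubation, 48 h compound exposure, 30 °C humidified. Signal: OD615 turbidity measurement. Benchmarks: positive control amphotericin B 10 µg/mL.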
MRP1 act: H69AR viability gain despite doxorubicin, primary screen, MRP-1 activator project, H69AR cells, CellTiter-Glo. viability rescue. hit rate 0.61% among 140,000. AID 799, 2007. viability increase, % at 10 µM;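 active means viability gain under doxorubicin at or above a set limit, the compound median plus 3 SD, cut at about 4.7% in these data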;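 further: MRP-1 overexpressing cells given doxorubicin 25 µM after compound pretreatment; 18-22 h compound pretreatment then 72 h with doxorubicin before readout; 0% = doxorubicin-only wells and 100% = vehicle-treated cells without doxorubicin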
GALR2 antag: GALR2 antagonists in receptor-expressing cells, primary screen | inhibition, % at 4 µM | hit rate 0.39% among 140,000 | antagonist mode | AID 828, 2007; in the data active means inhibition above about 27%;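 further: cells stimulated with galanin 1-16 at roughly its EC80; 0% = agonist challenge control and 100% = basal control without agonist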
Target sequence (O43603 whole entry, looked up): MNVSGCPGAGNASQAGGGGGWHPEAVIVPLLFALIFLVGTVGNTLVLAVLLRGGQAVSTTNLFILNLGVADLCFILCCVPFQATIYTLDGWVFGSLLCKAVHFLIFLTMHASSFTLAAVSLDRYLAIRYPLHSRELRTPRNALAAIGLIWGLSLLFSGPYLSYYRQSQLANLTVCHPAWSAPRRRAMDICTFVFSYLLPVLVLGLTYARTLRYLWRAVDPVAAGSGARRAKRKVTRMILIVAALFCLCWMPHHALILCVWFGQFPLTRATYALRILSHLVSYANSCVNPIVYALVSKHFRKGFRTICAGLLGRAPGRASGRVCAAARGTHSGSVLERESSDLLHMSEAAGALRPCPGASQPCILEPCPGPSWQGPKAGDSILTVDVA
Measles CPE: compounds protecting cells from measles virus cytopathic effect, primary screen, measles RdRp inhibitor project, single point, MLSMR library, absorbance. Measles virus-infected cells, CPE protection. protection (pct of control), % at 4 µM. hit rate 1.5% among 140,000. AID 841, 2007; in the data active means protection mostly above about 24%, no sharp cut-off; inactive means mostly below about 26%; further: some compounds called inactive have numbers as strong as hits
NPY Y2 blocker: NPY-Y2 receptor antagonists, primary screen, cell-based | NPY-Y2 expressing cells, antagonist mode | inhibition, % at 2.7 µM | hit rate 0.99% among 140,000 | Neuropeptide Y receptor type 2 (Homo sapiens), P49146; in the data active means inhibition above about 17%;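 further: 0% = vehicle with agonist challenge and 100% = reference antagonist with challenge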
Target sequence (P49146 whole entry, looked up): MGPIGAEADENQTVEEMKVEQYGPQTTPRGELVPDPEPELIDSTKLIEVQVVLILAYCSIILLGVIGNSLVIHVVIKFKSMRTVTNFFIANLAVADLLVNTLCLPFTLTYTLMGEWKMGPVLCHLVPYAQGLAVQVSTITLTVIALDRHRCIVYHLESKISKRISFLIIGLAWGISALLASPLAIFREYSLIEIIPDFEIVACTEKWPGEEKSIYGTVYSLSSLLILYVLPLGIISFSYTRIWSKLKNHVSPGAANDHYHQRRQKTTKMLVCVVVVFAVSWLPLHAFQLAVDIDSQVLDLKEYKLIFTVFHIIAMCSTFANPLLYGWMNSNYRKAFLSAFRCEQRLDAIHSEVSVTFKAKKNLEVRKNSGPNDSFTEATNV
PTEN del growth: growth suppression of PTEN-null HCT116, primary screen, cell-based, CellTiter-Glo. HCT116 PTEN-null viability, 60 h; stronger effect = lower value. viability, % at 10 µM. hit rate 1.2% among 140,000. AID 827, 2007;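 active means viability at or below a set limit, 4 SD under the median of all tested compounds, cut at about 3.7% in these data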;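 further: PTEN knockout HCT116 line with beta catenin targeted HCT116 as companion control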
Phagocyt inh: inhibitors of macrophage phagocytosis, primary screen, imaging, J774A.1 cells, IgG beads. hit rate 0.07% among 110,000. J774A.1 macrophage IgG-bead phagocytosis. inhibition, % at 5 µM;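 active means inhibition above the mean of the plate negative controls plus 5 SD, cut at about 13% in these data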;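 further: phagocytic index as fraction of beads internalized from green versus red external bead signal; plate controls were DMSO negative control for no effect and cytochalasin-D positive control for full effect; some results beyond the cut were filed as inactive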
E-sel TNF inh: E-selectin induction blockers in HUVEC – imaging, immunofluorescence, high content, primary screen; HUVEC TNFa-induced E-selectin immunofluorescence; hit rate 0.71% among 120,000; inhibition, % at 2 µM;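 active means inhibition above the batch mean plus 3 SD, and confirmed as a hit on visual image review, cut at about 43% in these data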;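 further: 0% = TNF-stimulated DMSO wells and 100% = unstimulated control wells; not every result past the cut was called active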
The depositor's hits bear a star; / = no result given.

SMILES | bCat KO growth | Yeast life ext | BB579 growth dn | MRP1 act | GALR2 antag | Measles CPE | NPY Y2 blocker | PTEN del growth | Phagocyt inh | E-sel TNF inh
Cc1ccc(CNC(=O)COC(=O)[C@@H]2CC(O)CN2S(=O)(=O)c2ccc3c(c2)OCCO3)cc1 (stereo not given in full) | 95 | 4 | -25 | -1.6 | 2 | 8 | 0 | 91 | -3 | /
COc1ccc2nc(NC(=O)c3cccc(-c4cc5ccccc5oc4=O)c3)sc2c1 | 96 | -6 | -1 | -4.6 | -2 | 1 | 3 | 104 | -9 | -6
CC(C)C1=CC(=NS(=O)(=O)c2cccc([N+](=O)[O-])c2)C=C(C(C)C)C1=O | 103 | -4 | -31 | -1.4 | -9 | 23 | 3 | 103 | 3 | -21
CCCCNc1c(C(=O)OCC)c(=O)[nH]c2ccccc12 | 97 | -4 | -30 | -1.1 | 2 | 9 | 1 | 108 | 2 | -16
COc1cccc2sc(NC(=O)c3ccc(Br)s3)nc12 | 10 | -10 | -76 | -3.1 | 5 | 19 | -1 | 6 | 0 | 6
COc1ccc2oc(=O)c(C(=O)NCC3CCCO3)cc2c1 (stereo not given) | 98 | -17 | -55 | 0.6 | -7 | 3 | -2 | 114 | 0 | -3
COc1cccc(C(=O)CSc2nnc(-c3ccco3)n2CC2CCCO2)c1 (stereo not given) | 87 | -6 | 11 | -0.4 | 10 | 5 | 4 | 92 | 0 | -27
O=C(Nc1ccc([N+](=O)[O-])cc1)Nc1ccc(OC(F)F)c(Cl)c1 | 1.0* | -2 | -54 | -5.0 | 10 | 3 | 0 | 1.1* | -3 | -3
Cc1cccc(OCC(=O)Nc2ccc3c(C)cc(=O)oc3c2)c1 | 85 | -2 | -8 | 1.3 | 4 | 2 | 2 | 109 | -11 | /
CC(O)CNc1nc2c(c(=O)n(C)c(=O)n2C)n1Cc1cccc(Br)c1 (stereo not given) | 81 | -2 | -30 | -3.7 | -16 | 8 | 3 | 76 | 0 | /
Cc1ccc(-c2ccc(/C=N/n3cnnc3)o2)cc1Cl | 77 | -15 | 4 | -1.1 | -4 | 26 | 1 | 90 | 2 | 9
COc1cc(C2C(C#N)=C(C)NC3=C2C(=O)c2ccccc23)cc(OC)c1OC (stereo not given) | 44 | -19 | -17 | -6.0 | 31* | 4 | 4 | 19 | 2 | /
Cc1ccc(S(=O)(=O)N2CCCN(S(=O)(=O)c3ccc(C)cc3)CC2)cc1 | 95 | -7 | 8 | -3.1 | 0 | 3 | 1 | 93 | 11 | -1
CCn1c(=O)cc(OCC(=O)Nc2ccccc2C#N)c2ccccc21 | 94 | -10 | 13 | -3.5 | 0 | 3 | 4 | 96 | -1 | /
Nc1nnnn1/N=C/c1ccc(N2CCCCC2)c([N+](=O)[O-])c1 | 87 | -2 | -33 | 0.2 | 0 | 4 | 4 | 88 | / | /
CCOC(=O)N1CCN(S(=O)(=O)c2c(C)[nH]c(=O)[nH]c2=O)CC1 | 102 | -8 | -26 | -0.1 | 1 | 10 | 0 | 92 | -1 | 2
CN(C)c1ccc(P(=O)(Nc2ccccc2)N2CCOCC2)c(NC(=O)c2cccs2)c1 (stereo not given) | 76 | 6 | -57 | -2.4 | 1 | 3 | 2 | 34 | -11 | /
O=C(NCc1ccco1)c1ccc(COCC(F)(F)F)cc1 | 89 | -18 | 4 | -3.1 | 6 | 26 | 2 | 93 | -1 | -48
CCOC(=O)N1CCC(Nc2c(-c3ccc(C)cc3)c(=O)c2=O)CC1 | 86 | -10 | -31 | -3.3 | 7 | 19 | 1 | 92 | / | -13
Cc1ncsc1CCOC(=O)C12CC3CC(CC(C3)C1)C2 | 56 | 4 | 6 | -0.9 | 0 | 0 | 2 | 65 | -3 | -72
c1ccc2c(c1)Cc1cc(CN3CCOCC3)ccc1-2 | 94 | -11 | -46 | 0.6 | -6 | 9 | 1 | 100 | -2 | 2
CSCCC1C(C#N)=C(N)Oc2n[nH]c(-c3cccs3)c21 (stereo not given) | 77 | -3 | -13 | -2.9 | 18 | 9 | 2 | 90 | -2 | /
Cc1cc(C)c2c3c(sc2n1)C(=O)N(Cc1ccccc1)CC(=O)N3 | 99 | -9 | -57 | -1.2 | -9 | 4 | 0 | 94 | 0 | 2
COc1cc(/C=N/NC(=O)C(=O)NCc2ccco2)ccc1O | 88 | -4 | 10 | 0.1 | 6 | 6 | 0 | 91 | -2 | /
C=C1CC(C(=O)N/N=C/c2ccccc2)C1 | 86 | 1 | 1 | -1.4 | -6 | 3 | -2 | 105 | -2 | /

(further entries)
SMILES | bCat KO growth | Yeast life ext | BB579 growth dn | MRP1 act | GALR2 antag | Measles CPE | NPY Y2 blocker | PTEN del growth | Phagocyt inh | E-sel TNF inh
CNC(=O)CN(C1CCCCC1)S(=O)(=O)c1ccc(OC)c(Cl)c1 | 94 | -3 | -13 | -0.5 | 5 | 23 | -2 | 102 | -1 | 8
Cc1cccc(C(=O)Nc2ccccc2-c2nnn(CC(=O)Nc3ccc4c(c3)OCCO4)n2)c1 | 61 | -5 | -34 | -1.0 | -1 | 6 | -1 | 68 | / | -3
C=CCn1c(=O)c2ccccc2n2c(SCc3nc(N)nc(Nc4ccccc4C)n3)nnc12 | 85 | -1 | 4 | -4.4 | 2 | 9 | -1 | 87 | 3 | /
Cc1nn(C)c(C)c1S(=O)(=O)N(CC(=O)NCCN1CCOCC1)c1ccc(C(C)C)cc1 | 91 | 2 | 0 | -1.5 | 9 | 9 | 2 | 84 | / | -41
O=c1cc(C(F)(F)C(F)F)oc2ccccc12 | 101 | -3 | -37 | 0.3 | -4 | 33 | 3 | 105 | 1 | 10
Cc1cc(C)c(/C=N/n2c(C)cc(C)c(C#N)c2=O)c(C)c1 | 101 | -2 | -28 | -1.6 | -5 | 8 | 3 | 103 | -6 | /
O=C(Cc1ccccc1)Nc1ccc(NC(=O)C2CC2)nc1 | 94 | -7 | 1 | -2.1 | -3 | 23 | 1 | 90 | 1 | 5
O=C(Nc1ccc2c(c1)OCO2)C1Cc2ccccc2CN1S(=O)(=O)c1cccs1 (stereo not given) | 88 | 11 | -33 | -1.7 | -1 | 15 | -1 | 84 | 1 | -51
O=C(CCCCn1c(=O)c2ccccc2n(CC(=O)Nc2ccc(F)cc2)c1=O)NCc1ccco1 | 80 | -11 | -53 | 0.5 | 10 | 14 | 11 | 95 | -1 | -11
O=C(Cn1cnc2ccccc21)Nc1cc(C(F)(F)F)ccc1N1CCOCC1 | 80 | -2 | 1 | -1.4 | 3 | 31 | 6 | 75 | 0 | -15
Cc1cc(C(F)F)nn1CC(=O)NCc1ccccc1F | 88 | / | -4 | -2.2 | -2 | 10 | 0 | 84 | / | -30
CC(c1nnc(SCC(=O)N2CC(=O)Nc3ccccc32)n1Cc1ccccc1)N(C)C (stereo not given) | 101 | 0 | -37 | -0.9 | 2 | 17 | 2 | 107 | -2 | -4
COc1cccc(N2CC(C(=O)Nc3nnc(SCC(=O)c4ccccc4)s3)CC2=O)c1 (stereo not given) | 86 | 3 | -6 | -2.6 | 9 | 12 | 4 | 87 | -5 | 61*
CC(=O)C(C(C)=O)C(NC(=O)c1cccnc1)(C(F)(F)F)C(F)(F)F | 112 | -20 | -4 | -2.5 | 2 | 10 | 2 | 92 | / | 0
Cc1ccc(CSCC(=O)N/N=C/c2cccc(OC3CSC3)c2)cc1 | 103 | 4 | -15 | 0.1 | -1 | 4 | 2 | 99 | -6 | -14
Cc1ccc(C(=O)COC(=O)c2cc(Cl)nc3ccccc23)cc1 | 94 | -30 | -69 | 0.4 | 15 | 6 | 5 | 95 | 0 | 2
CCn1c2ccccc2c2cc(NC(=O)c3ccco3)ccc21 | 86 | -14 | -83 | -1.7 | 14 | 3 | 0 | 95 | -1 | -7
Cc1cc(NC(=O)CSc2nnc(-c3cccs3)n2N)no1 | 105 | -2 | 13 | -1.6 | 6 | 7 | 1 | 101 | 2 | 2
CNC(=O)c1ccsc1NC(=O)c1ccc(S(=O)(=O)N2CCc3ccccc32)cc1 | 40 | 1 | -13 | -3.2 | -6 | 5 | -2 | 29 | / | -22
Nc1nc(SCC(=O)C23CC4CC(CC(C4)C2)C3)n[nH]1 | 89 | -4 | -33 | 0.2 | -2 | 3 | -3 | 99 | 0 | 28
CC(C)CCN=Cc1c(O)n(-c2ccccc2)c(=O)c2ccccc12 | 91 | 5 | -29 | 0.1 | -6 | 3 | 1 | 85 | -1 | -5
Cc1ccc(-n2nnnc2SCC(=O)N2CCc3ccccc3C2)c(C)c1 | 99 | -9 | -50 | 0.9 | 8 | 4 | 5 | 98 | 1 | -24
COc1cccc(C2NC(=O)c3sc(=S)n(-c4ccccc4)c3N2)c1 (stereo not given) | 27 | -11 | -55 | -1.7 | -5 | 7 | 0 | 36 | -1 | 2
COc1ccc(Br)cc1CN(C)CC(=O)Nc1ccccc1Cl | 92 | -3 | -41 | -1.6 | -14 | 8 | 10 | 86 | -4 | 20
O=C(CN1CCCC1=O)NC1(C(F)(F)F)NC(=O)N(Cc2ccccc2)C1=O (stereo not given) | 93 | -17 | 18 | 0.4 | -1 | 12 | 1 | 87 | 0 | -10
N#Cc1ccc(C(=O)NCC(c2ccco2)N2CCCCC2)cc1 (stereo not given) | 92 | -3 | -1 | -3.5 | 11 | 46* | 2 | 88 | / | 11
CCN1CCN(C(c2cc(OC)c(OC)c(OC)c2)c2nnnn2C(C)C)CC1 (stereo not given) | 98 | -5 | 12 | -2.7 | -1 | 4 | 1 | 96 | 0 | -14
COC1(OC)N=C(N)C2(C#N)C(c3ccc(C)cc3)C12C#N (stereo not given) | 79 | -25 | -28 | -4.1 | 11 | 3 | 2 | 73 | -6 | /
O=c1[nH]cnc2c1C1(CCCC1)Cc1ccccc1-2 | 96 | -17 | -13 | 0.8 | 4 | 8 | 11 | 103 | 2 | -6
Cc1cc(C)c2nc3s/c(=C/c4ccccc4)c(=O)n3c2c1 | 97 | -5 | 5 | -3.1 | -7 | 3 | 2 | 87 | -1 | -1

Limited to PTEN del growth, Phagocyt inh and bCat KO growth, for some of the entries so far:
canonical_smiles	PTEN del growth	Phagocyt inh	bCat KO growth
COC1(OC)N=C(N)C2(C#N)C(c3ccc(C)cc3)C12C#N (stereo not given)	73	-6	79
CC(=O)C(C(C)=O)C(NC(=O)c1cccnc1)(C(F)(F)F)C(F)(F)F	92	/	112
O=C(Nc1ccc2c(c1)OCO2)C1Cc2ccccc2CN1S(=O)(=O)c1cccs1 (stereo not given)	84	1	88
COc1cccc(C2NC(=O)c3sc(=S)n(-c4ccccc4)c3N2)c1 (stereo not given)	36	-1	27

Assay outcomes from PubChem.
